# Bioassay records: PubChem BioAssay, The Scripps Research Institute Molecular Screening Center
# TAAR1 ag – human TAAR1 agonists, primary screen, Fluo-8 calcium fluorescence, CHO RD-HGA16 cells | vehicle wells 0%, saturating PEA agonist 100% | Trace amine-associated receptor 1 (Homo sapiens), Q96RJ0 | activation, % at 3 µM | hit rate 0.99% among 360,000 | AID 624467, 2012;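 active = activation above the mean activation of all test compounds in the run plus 3 SD, cut at about 38% in these data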
# Target sequence (Q96RJ0 whole entry, looked up): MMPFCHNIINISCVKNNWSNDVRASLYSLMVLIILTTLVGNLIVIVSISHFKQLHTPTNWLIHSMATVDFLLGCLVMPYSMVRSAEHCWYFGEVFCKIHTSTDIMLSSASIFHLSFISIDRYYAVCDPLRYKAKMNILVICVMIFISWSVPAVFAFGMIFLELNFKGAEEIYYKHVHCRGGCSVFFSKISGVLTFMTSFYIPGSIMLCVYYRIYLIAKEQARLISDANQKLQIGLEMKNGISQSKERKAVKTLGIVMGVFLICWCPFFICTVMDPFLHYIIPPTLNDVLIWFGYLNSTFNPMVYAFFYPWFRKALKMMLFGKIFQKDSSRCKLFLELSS
#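 System: CHO RD-HGA16 cells carrying human TAAR1 plus Gα16; Incubation: 17-24 h seeding, 75 min 37 °C dye, 30 min RT; Measured by: Fluo-8 fluorescence, 5 s baseline then 140 s kinetic read; Control set: DMSO and PEA EC100; Replication: single well for each compound.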
# TAAR1 antagonist – human TAAR1 antagonists, primary screen, Fluo-8 calcium fluorescence, CHO RD-HGA16 cells | Trace amine-associated receptor 1 (Homo sapiens), Q96RJ0 | inhibition, % at 3 µM | AID 624466, 2012 | hit rate 1.5% among 360,000 | antagonist;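 active = inhibition above a per-plate cutoff, the mean inhibition of test compounds on that plate plus 3 SD, cut at about 49% in these data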;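 also: 0% = DMSO plus EC80 beta-PEA response and 100% = DMSO alone without agonist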
#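 Test system: RD-HGA16 CHO cells with stable hTAAR1 and Gα16 / Probe or stimulus: EC80 β-phenethylamine stimulus / Times: seeding 17-24 h prior, 75-min 37 °C, 30-min RT dye loading / Detection: Fluo-8 calcium-sensitive fluorescence / Read-out basis: % inhibition scaled between DMSO and EC80 PEA controls / Repeats: singlicate, one well per test compound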
# CHO parental Ca – ATP-evoked calcium signal inhibitors, parental CHO, primary screen, counter-screen for OX1R antagonist project, cell-based, fluorescence, Fluo-8 calcium dye. parental CHO-K1, ATP-induced calcium, Fluo-8 fluorescence. inhibition, % at 5.6 µM. hit rate 0.63% among 330,000. AID 463079, 2010;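 active = inhibition above that plate's mean sample inhibition plus 3 SD, cut at about 26% in these data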;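 also: 0% = ATP-challenged DMSO wells and 100% = DMSO wells without ATP; some compounds past the cut are filed as inactive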
#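 test system = CHO parental line | reagent = ATP stimulus | measured by = intracellular calcium via Fluo-8 no-wash fluorescent dye | control set = ATP and no-ATP DMSO wells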
# M1 PAM parental – nonselective calcium activators in parental CHO-K1 cells, primary screen, counter-screen for M1 PAM project, cell-based, Fluo-8 calcium fluorescence, full deck, 1536-well. hit rate 0.02% among 360,000. activation, % at 3 µM. ATP EC20; 0% at ATP EC20, 100% at ATP max. AID 602247, 2012;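 active = activation above the run cutoff, the mean activation of all test compounds plus 3 SD, cut at about 40% in these data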;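 also: peak over basal fluorescence ratio in a 140 s read after ATP addition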
# OXTR potentiator – human OXTR potentiators, primary screen, fluorescence, CHO-OTR cells, Fluo-8 calcium | Oxytocin receptor (Homo sapiens), P30559 | Fluo-8 calcium fluorescence, potentiator mode; 0% = oxytocin EC15, 100% = EC100 | activation, % at 3 µM | hit rate 0.061% among 320,000;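 active = activation above that plate's cutoff, the mean activation of tested compounds plus 3 SD, cut at about 6.6% in these data, passing the limit was not always enough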;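 also: 100% uses oxytocin at 75 nM as the full agonist control; some results filed as inactive read as strong as hits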
# Target sequence (P30559 whole entry, looked up): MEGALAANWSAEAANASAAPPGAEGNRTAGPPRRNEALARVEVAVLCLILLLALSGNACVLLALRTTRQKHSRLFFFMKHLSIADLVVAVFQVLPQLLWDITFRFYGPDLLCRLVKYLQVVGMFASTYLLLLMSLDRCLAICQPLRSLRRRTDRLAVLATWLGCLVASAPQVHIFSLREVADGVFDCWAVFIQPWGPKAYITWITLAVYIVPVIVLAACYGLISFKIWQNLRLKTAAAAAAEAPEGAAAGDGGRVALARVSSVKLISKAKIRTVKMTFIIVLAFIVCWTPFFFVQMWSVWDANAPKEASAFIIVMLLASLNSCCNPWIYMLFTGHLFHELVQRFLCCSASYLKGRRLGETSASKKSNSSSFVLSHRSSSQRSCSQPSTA
#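 System: human OTR in CHO cells; Also added: sub-maximal oxytocin, roughly EC15; Timing: compound 6 min at room temperature before oxytocin, 100 s read; Technique: Fluo-8 intracellular calcium fluorescence, ex 470-495, em 515-575 nm; Controls: oxytocin EC15 low and EC100 high; Replication: singlicate.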
# M1 ag – human M1 muscarinic receptor agonists, primary screen, Fluo-8 calcium fluorescence, CHO-K1 cells, HTS. Muscarinic acetylcholine receptor M1 (Homo sapiens), P11229. CHO-K1 hM1, agonist mode; 0% DMSO, 100% acetylcholine EC100. activation, % at 3 µM. hit rate 0.33% among 360,000. AID 588814, 2011;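 active = activation above the run's mean compound activation plus 3 SD, cut at about 16% in these data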;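 also: peak over basal fluorescence ratio within a 140 s kinetic read after compound addition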
# CHO-K1 Ca antag – nonselective inhibitor or artifact in parental CHO-K1 cells. ATP-induced calcium, Fluo-8 fluorescence. inhibition, % at 3 µM. hit rate 0.6% among 360,000. AID 602250;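 active = inhibition above a per-plate cutoff, the plate's mean sample inhibition plus 3 SD, cut at about 24% in these data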;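 also: 0% = DMSO plus EC80 ATP and 100% = DMSO alone without ATP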
# V1aR counter – agonists of human V1a receptor, primary screen, counter-screen for OXTR agonist project, fluorescence, CHO-V1R cells; Vasopressin V1a receptor (Homo sapiens), P37288; Fluo-8 calcium fluorescence, agonist mode; 0% DMSO, 100% 3 nM vasopressin; activation, % at 3 µM; hit rate 0.25% among 320,000; AID 2797, 2010;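 active = activation above the mean activation of all tested compounds plus 3 SD, per screening run, cut at about 20% in these data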;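 also: signal is peak over basal fluorescence ratio across a 100 second FLIPR read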
# M1 ag parental – counter-screen for M1 agonists: effect in parental CHO-K1 cells; Fluo-8 calcium fluorescence; scaled to maximal ATP response, vehicle zero; hit rate 0.48% among 360,000; activation, % at 3 µM; in the data active = activation above about 15%;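 also: untransfected CHO-K1 host cells lacking M1 receptor as counterscreen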
# An asterisk follows results filed as active; nt = not tested or not shown. Compounds as they come; overall some 3.3% were active at least once.
# Sample of the layout, 4 compounds:
SMILES,TAAR1 ag,TAAR1 antagonist,CHO parental Ca,M1 PAM parental,OXTR potentiator,M1 ag,CHO-K1 Ca antag,V1aR counter,M1 ag parental
CN(C)c1ccc(NC(=S)c2ccc3ccccc3n2)cc1,-2,-10,0,17,2,-4,-15,-0.6,1.5
Cc1occc1-c1nnc(SCC(=O)NCCc2ccccc2)o1,15,-9,-11,22,-4,-9,0,0.7,2.7
CCCCSc1nsc(NC(C)=O)n1,4,6,2,15,-3,-6,-17,0.1,0.5
Cc1cc2c(cc1C)NC(c1c(C)n(C)n(-c3ccccc3)c1=O)C1=C(CC(C)(C)CC1=O)N2 (configuration not stated),2,5,-13,-4,-6,-7,14,1.1,-0.1

# Main list, previewed entries included:
SMILES,TAAR1 ag,TAAR1 antagonist,CHO parental Ca,M1 PAM parental,OXTR potentiator,M1 ag,CHO-K1 Ca antag,V1aR counter,M1 ag parental
CN(C)c1ccc(NC(=S)c2ccc3ccccc3n2)cc1,-2,-10,0,17,2,-4,-15,-0.6,1.5
Cc1occc1-c1nnc(SCC(=O)NCCc2ccccc2)o1,15,-9,-11,22,-4,-9,0,0.7,2.7
CCCCSc1nsc(NC(C)=O)n1,4,6,2,15,-3,-6,-17,0.1,0.5
Cc1cc2c(cc1C)NC(c1c(C)n(C)n(-c3ccccc3)c1=O)C1=C(CC(C)(C)CC1=O)N2 (configuration not stated),2,5,-13,-4,-6,-7,14,1.1,-0.1
CC(C)NC(=O)NC(=O)COC(=O)c1ccc([N+](=O)[O-])cc1Cl,11,4,-4,15,-7,-5,-15,-0.7,0.8
COC(=O)CSc1nc(SC)nc2c1sc1nc(-c3ccco3)c3c(c12)CC(C)(C)OC3,0,-31,nt,-1,nt,-2,-5,nt,0.0
CC(C)c1ccc(C(C)NCCS(=O)(=O)c2ccc(Br)cc2)cc1 (configuration not stated),8,-54,-23,-2,-8,-1,4,2.9,1.1
C=CCn1c(-c2ccccc2)nc(=S)c2c1CC(C)(C)OC2,5,-7,-8,14,-3,-4,10,0.2,0.0
Cc1cnc(C(=O)Nc2nnc(C(C)C)s2)cn1,2,-2,-6,-5,-11,-1,12,-0.1,0.2
CC(C)(C)c1ccc(C(=O)Nc2ccc(N3CCOCC3)cc2)cc1,8,30,-16,-4,0,-9,-2,2.7,3.7
O=C(NN1CCN(Cc2ccccc2Cl)CC1)c1ccc(Br)cc1,6,9,-9,12,-11,-16,-15,-1.1,1.2
O=C(O)CCNc1ccc(NCCC(=O)O)c2c1C(=O)c1ccccc1C2=O,2,-14,6,1,4,7,-2,1.1,-0.2
COc1cc(/C=N/N2CCCCC2)cc([N+](=O)[O-])c1O,-2,3,-8,0,-3,25*,-12,-1.6,0.3
COc1ccc(CNC(=O)C2CCCN(S(=O)(=O)c3cc(C)ccc3OC)C2)cc1 (configuration not stated),7,18,-21,13,-7,-4,-11,3.5,3.8
Cc1ccc2cc(C(c3nnnn3CC3CCCO3)N3CCCC4(CCCCC4)C3)c(=O)[nH]c2c1 (configuration not stated),18,5,nt,14,nt,-4,-38,nt,1.5
COc1ccc(C(=O)N2CCN(C(C)=O)CC2)cc1S(=O)(=O)N1CCOCC1,2,-1,1,17,-5,-7,5,1.7,1.1
CCOC(=O)C1=C(c2ccccc2)N=C2SCC(=O)N2C1c1ccc(OCC)c(OCC)c1 (configuration not stated),5,-6,-18,2,-7,-2,-2,-1.0,-0.1
CCC(CC)C(=O)NCCc1ccc(S(N)(=O)=O)cc1,7,-6,-12,11,-4,-6,-3,0.6,0.4
CC(C)C[C@@H](CN)NC(=O)c1nc[nH]c1C(=O)N[C@@H](Cc1c[nH]c2ccccc12)C(=O)CNC[C@H](C)NC(=O)c1nc[nH]c1C(=O)N[C@@H](C)C(=O)O,6,2,nt,4,nt,-2,-3,nt,1.0
O=C(CN1C(=O)NC2(CCCC2)C1=O)N1CCN(c2ccc(C(F)(F)F)cc2[N+](=O)[O-])CC1,2,14,nt,-12,nt,-1,2,nt,0.7
O=C(Nc1ccccc1)c1cc(Cl)nc2ccccc12,0,5,-3,18,0,-7,-5,0.1,1.0
NC(=O)CSc1oc(-c2ccco2)nc1S(=O)(=O)c1ccccc1,1,-12,-8,-20,-5,-3,9,1.9,0.2
Cc1nc2ccccc2n1C(C)c1ccccc1 (configuration not stated),0,-26,0,-6,-13,-6,-2,0.8,0.5
CC(C)C(=O)Nc1cccc(COc2ccc(CN(Cc3ccccc3)C(=O)OC(C)(C)C)cc2)c1,1,43,nt,-1,nt,-1,15,nt,0.2
Cc1ccc(N2C=Nc3ccc(C)c4nc(C)cc2c34)cc1,2,-15,-2,22,-3,-6,-18,-0.9,-0.7
Cc1ccc(NC(=O)COC(=O)CCC(=O)c2cccs2)cc1C,2,-6,4,6,-2,-3,-14,-1.2,2.0
COc1ccc(S(=O)(=O)N2CCC3(CC2)OCCO3)cc1,5,15,-9,11,3,-4,4,1.2,0.0
NC(=O)C1CCN(CC(=O)NCc2ccccc2)CC1,5,6,-5,12,-10,0,-1,1.1,1.2
CN(Cc1ccccc1)C(=O)c1ccc(NC(=O)c2ccccc2)cc1,0,-20,-19,-6,-6,-4,-1,1.6,1.4
CC(C)(C)C1CCc2c(C(=O)N/N=C/c3cccs3)csc2C1 (configuration not stated),0,29,-25,13,-10,-3,-8,0.1,0.6
CCC1([N+](=O)[O-])COC(C=Cc2ccccc2)OC1 (configuration not stated),1,-11,nt,-12,nt,0,-3,nt,0.8
COc1ccc(CN2C(=O)c3cccnc3C2=O)cc1S(=O)(=O)NCc1ccc(C)cc1,3,7,-24,4,-1,-1,-14,-0.1,0.1
O=C(COc1ccccc1O)c1cccs1,0,12,4,14,-4,-2,-5,2.1,0.7
Cc1nc2ncnn2c(C)c1CCC(=O)N1CCc2ccccc21,5,2,-3,25,4,-2,-13,0.4,0.4
COc1ccccc1/C=C1\NC(=S)N(CC2CCCO2)C1=O (configuration not stated),11,12,-13,-4,-2,-5,-1,-1.7,1.0
Cc1nn2cc(-c3cccc(Cl)c3)cnc2c1Br,7,-39,-17,8,6,-6,-21,-0.1,0.6
COc1cccc(NC(=O)CN(C)C(=O)c2cc3ccccc3cc2OC)c1,2,7,-19,19,-7,4,7,1.7,1.2
C#CCn1c(=NC(=O)c2ccccc2[N+](=O)[O-])sc2cc(S(C)(=O)=O)ccc21,3,0,3,-4,-7,-6,3,1.6,0.0
O=C(c1ccc(F)cc1)N1CCC2(CC1)NCCc1[nH]cnc12,3,-3,-9,-8,3,-3,3,1.2,-0.1
CCN(CC)c1ccc(/C=N/NC(=S)NCc2ccc(OC)cc2)cc1,1,-14,-17,11,-11,-8,8,-0.2,-0.4
Cc1cc(C)nc(NS(=O)(=O)c2ccc(NC(=O)CCCN3C(=O)c4ccccc4C3=O)cc2)n1,19,-18,-2,19,-2,-3,-5,-0.4,0.5
O=S1(=O)N[C@@H](Cc2ccccc2)COc2cccc(N3CCC[C@@H]3CO)c21,11,-5,nt,8,nt,nt,-16,nt,1.1
COc1ccc(/[N+]([O-])=C/c2ccco2)cc1,9,3,0,11,-3,-2,-15,0.5,1.3
Cc1nc(C)c(N)c(=O)[nH]1,1,-9,-7,23,-11,-8,-7,0.5,2.2
O=C(N/N=C/c1cc(Br)c(O)c(Br)c1O)c1cccnc1,0,-2,5,9,-7,-3,4,0.0,0.5
CCc1ccc(N(C(=O)CCC(=O)Nc2cc(C)on2)C(C(=O)NC(C)(C)C)c2ccc(OC)cc2)cc1 (configuration not stated),5,-8,-25,11,-5,1,-15,-0.6,-0.2
CC(C)c1csc(CN2CCC(CCC(=O)NCC3CCCO3)CC2)n1 (configuration not stated),0,-6,-4,17,2,-7,10,0.5,-0.2
COc1cccc(C(O)c2ncc(-c3ccccc3)[nH]2)c1 (configuration not stated),3,-3,nt,18,nt,0,-10,nt,0.5
COc1ccc2ncn(-c3ccccc3)c2c1,15,-4,1,16,-11,-3,-11,-0.5,0.9
CCOc1cc(C2C(C#N)=C(N)OC(C)=C2C(C)=O)c(Br)c(Br)c1OC(C)C (configuration not stated),nt,nt,-33,14,-3,2,-4,6.3,1.6
COCOCCn1cc(CN2CCS(=O)(=O)N(Cc3ccc(-c4cccc(N(C)C)c4)cc3)C(CC(C)C)C2=O)nn1 (configuration not stated),8,2,nt,-5,nt,3,12,nt,-0.1
Nc1ccc(Oc2ccc(Br)cc2)cc1,1,14,-1,9,-5,-6,-5,0.8,0.3
COc1ccc(-n2nc(C(=O)NCC(=O)Nc3cccc(C)n3)c3ccccc3c2=O)cc1,14,37,-13,14,-4,1,-15,3.3,2.3
COCc1ccc(C(=O)N(C)C2CCCN(Cc3ccccc3F)C2)o1 (configuration not stated),0,-8,-21,15,-13,-5,-9,-0.5,1.3
Cc1ccc2nc(CN(C)C(=O)[C@H]3O[C@@H](n4ccc(N)nc4=O)[C@H](O)[C@@H]3O)[nH]c2c1,4,8,nt,9,nt,-2,-16,nt,0.8
CCOC(=O)c1[nH]c2ccccc2c1NC(=O)NC(C)C,0,-1,-10,-2,-3,0,-1,0.8,0.0
O=C(NNC(=O)c1ccc(Br)s1)NC1CCCCC1,7,-25,nt,12,nt,-1,-11,nt,2.7
COc1ccc(NC(=O)COC(=O)C2CCC2)cc1Cl,1,-2,2,-10,3,-1,12,0.8,0.6
COc1ccc(S(=O)(=O)N2CCCCCC2)cc1C(=O)NCc1ccco1,1,-32,-9,-24,0,-2,20,-0.4,-0.7
S=C(NCc1ccco1)N1CCN(c2nc(-c3ccccc3)cs2)CC1,-2,11,-9,7,-7,-3,-6,4.2,7.4
